Source: PubChem BioAssay
CendR NRP1 mod: modulators of CendR peptide binding to NRP-1, primary screen, biochemical, fluorescence polarization, uHTS | Neuropilin-1 (Homo sapiens), O14786 | FAM-RPARPAR peptide binding to NRP-1 | inhibition, % at 25 µM | 0.85% of 360,000 active;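 active means inhibition or corrected inhibition above about 18%, plus a signal ratio from 0.5 to 1.5, limit read from the data, passing the limit was not always enough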; further: strong numbers were not always called active
bovine MsrA act: bovine MsrA enzyme activators, primary screen, biochemical, absorbance, HTS | Methionine sulfoxide reductase A (Bos taurus) | purified bovine MsrA, absorbance read-out | activation, % at 10.6 µM | 0.3% of 360,000 active; in the data active means activation above about 7.5%;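 further: 0% = vehicle and 100% = reference activator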
Rin1 Abl inh: inhibitors of Rin1-Abl protein binding, primary screen, biochemical, TR-FRET. Tyrosine-protein kinase ABL1 (Homo sapiens) + Ras and Rab interactor 1 (Homo sapiens), …. inhibition, % at 7.35 µM. 0.4% of 360,000 active. AID 588664, 2011; in the data active means inhibition above about 5%, passing the limit was not always enough
FAS TE block: FAS thioesterase domain inhibitors, primary screen, biochemical, fluorescence intensity, uHTS | recombinant FAS-TE, OMFH fluorogenic substrate, fluorescence endpoint | Fatty acid synthase (Homo sapiens), P49327 | inhibition, % at 15 µM | 0.67% of 360,000 active;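 active means compounds whose normalised, plate-corrected inhibition of enzyme fluorescence in the single-dose primary screen is 50% or more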;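 further: 0% = DMSO with enzyme and 100% = substrate without enzyme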
MLLE-PAM2 inh: inhibitors of PABP1 MLLE–PAM2 peptide binding, primary screen, biochemical, fluorescence polarization, FITC-PAM2, GST-MLLE; Polyadenylate-binding protein 1 (Homo sapiens), P11940; inhibition, % at 20 µM; 0.36% of 360,000 active; AID 588489, 2011; in the data active means inhibition above about 35%, passing the limit was not always enough;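 further: plate controls were DMSO wells with GST-MLLE for no effect and wells lacking GST-MLLE protein for full effect; some results filed as inactive read as strong as hits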
eLon inh: inhibitors of E. coli Lon protease, primary screen, biochemical, fluorescence polarization; purified E. coli Lon protease; 0.42% of 360,000 active; inhibition, % at 7.94 µM; AID 602123, 2011; P0A9M0; in the data active means inhibition above about 13%, passing the limit was not always enough;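 further: 0% = enzyme with probe and DMSO and 100% = no enzyme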
Neddyl block: inhibitors of cullin neddylation, primary screen, biochemical, TR-FRET, uHTS, NAE and Ubc12. NEDD8-conjugating enzyme Ubc12 (Homo sapiens) + NEDD8-activating enzyme E1 regulatory …. calls only at 25 µM. 0.58% of 360,000 active; in the data active means inhibition above about 36%
Target sequence (P61081 whole entry, looked up): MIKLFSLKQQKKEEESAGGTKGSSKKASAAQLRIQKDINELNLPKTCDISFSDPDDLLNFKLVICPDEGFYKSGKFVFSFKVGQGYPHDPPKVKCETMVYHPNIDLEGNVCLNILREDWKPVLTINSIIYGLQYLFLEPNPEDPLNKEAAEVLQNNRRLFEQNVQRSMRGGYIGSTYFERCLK
Target sequence (Q13564 whole entry, looked up): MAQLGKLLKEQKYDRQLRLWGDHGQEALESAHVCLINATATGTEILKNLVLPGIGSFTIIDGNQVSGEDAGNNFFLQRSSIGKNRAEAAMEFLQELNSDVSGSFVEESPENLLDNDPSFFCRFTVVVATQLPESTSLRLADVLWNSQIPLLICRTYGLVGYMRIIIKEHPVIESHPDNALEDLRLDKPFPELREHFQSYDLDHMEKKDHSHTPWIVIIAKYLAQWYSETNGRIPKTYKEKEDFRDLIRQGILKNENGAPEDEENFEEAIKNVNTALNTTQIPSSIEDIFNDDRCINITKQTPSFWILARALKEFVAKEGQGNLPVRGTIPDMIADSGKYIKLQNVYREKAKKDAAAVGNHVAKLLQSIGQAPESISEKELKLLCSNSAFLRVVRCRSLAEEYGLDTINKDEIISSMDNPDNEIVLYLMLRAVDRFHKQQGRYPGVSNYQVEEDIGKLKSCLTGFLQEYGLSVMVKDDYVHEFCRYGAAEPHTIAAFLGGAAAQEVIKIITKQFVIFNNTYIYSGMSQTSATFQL
MT1-MMP act inh: blockers of MT1-MMP proenzyme processing, primary screen, HT1080 RFP-PRO-GFP cells, GFP/RFP fluorescence | 0.061% of 360,000 active | Matrix metalloproteinase-14 (Homo sapiens), P50281 | GFP/RFP ratio fluorescence, overnight; percent of plate control window, DMSO zero | GFP/RFP ratio change, % at 20 µM;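 active means GFP/RFP ratio change of at least 30% with cell ATP level not reduced by more than half and red fluorescence within 50% of control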; further: strong numbers were not always called active
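Assay system: HT1080 cells carrying an RFP-PRO-GFP reporter | Dosing: Single dose of 20 µM compound, 1% DMSO final | Incubation: Cells overnight before dosing, compound overnight, 37 °C, 5% CO2 | Evaluation: GFP/RFP fluorescence ratio | Control set: DMSO and RFP-L50D-GFP cell wells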
SKN-1 block: suppressors of acrylamide-induced Pgst-4::GFP reporter in worms, primary screen, SKN-1 inhibitor project, whole organism, uHTS, GFP/RFP fluorescence ratio, strain VP596; C. elegans VP596 Pgst-4::GFP/RFP ratio, 24 h; inhibition, % at 21.8 µM; 0.49% of 360,000 active; AID 624304, 2012;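 active means interference check ratio from 0.5 to 1.5 plus GFP to RFP signal ratio inhibition reaching or exceeding a fixed threshold, cut at about 30% in these data, passing the limit was not always enough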; further: some compounds called inactive have numbers as strong as hits
Numbers without * were called inactive; i = inactive; / = no result given; + = active, no number. Outcome played no part in choosing rows; about 4% have a hit in one of these screens.

Values run as follows: MLLE-PAM2 inh	FAS TE block	MT1-MMP act inh	Rin1 Abl inh	bovine MsrA act	SKN-1 block	eLon inh	Neddyl block	CendR NRP1 mod
1. CCn1cc(C(=O)NC2CCCCCC2)c(=O)c2cc(S(=O)(=O)N3CCCCC3)ccc21
  -11	26	-8	-2	-4	-6	4	i	10
2. CC(=O)c1ccc(NC(=O)c2ccc(S(=O)(=O)c3ccccc3)cc2)cc1
  5	1	7	3	-14	8	6	i	0
3. Cc1ccc(S(=O)(=O)N2CCN(C(=O)COC(=O)Cc3ccc(Cl)cc3)CC2)c(C)c1
  -3	28	-2	2	-2	5	-8	i	1
4. O=S(=O)(N/N=C/c1ccc2c(c1)OCO2)c1ccc(Br)cc1
  -45	8	-6	-1	-2	5	11	i	6
5. COc1ccc(CCN(Cc2cccs2)S(=O)(=O)c2ccc(C(=O)O)cc2)cc1OC
  -2	-2	1	1	-1	-2	8	i	1
6. CCc1cccc(NC(=O)CSCc2cc(=O)[nH][nH]2)c1
  6	-17	8	-2	-3	1	7	i	4
7. CC(Cc1c[nH]c2ccccc12)NC(N)=O (centres undefined)
  -2	-2	0	3	1	1	9	i	0
8. CC(C)c1ccc(/C=N/Nc2ccc(C(=O)O)cc2)cc1
  -7	44	0	-1	-12	1	-1	i	-1
9. O=C(OCc1nc2ccccc2[n+]([O-])c1C(=O)c1ccccc1)c1cccnc1
  3	-1	-4	2	-4	2	1	i	5
10. NS(=O)(=O)c1ccc(NCc2c(F)cccc2Cl)cc1
  10	1	-6	4	0	5	-2	i	-37
11. CC1(C)C(=O)N(CCN2CCC(C(=O)c3ccc(F)cc3)CC2)c2ccccc21
  -19	3	-4	-2	-3	-8	-2	i	0
12. Cc1cccc(C(=O)Nc2cc(=O)n(C)c(=O)n2C)c1
  5	-3	5	1	-1	15	-9	i	-14
13. CCOC(=O)C(C)(C)Sc1nc2c(cnn2-c2ccc(F)cc2)c(=O)[nH]1
  -5	0	5	1	-2	5	-8	i	7
14. CSc1nc2ccc(NC(=O)CS(=O)(=O)c3ccccc3)cc2s1
  -4	-4	4	-2	-4	5	5	i	-5
15. CN1CCc2c(sc3c2c(=O)n(-c2ccccc2)c2n[nH]c(=S)n32)C1
  -116	-10	0	-1	-4	3	-2	i	4
16. CN(CCc1ccccn1)C(=O)CCC1CCCN(C(=O)c2cccc(N(C)C)c2)C1 (centres undefined)
  10	-3	-1	2	-3	13	-1	i	15
17. CCOC(=O)c1c(C)c(C(=O)NCc2cccs2)c(C)n1CC
  6	0	-3	0	-3	-5	-1	i	2
18. O=C(CN1CCN(S(=O)(=O)c2ccc(Br)cc2)CC1)N/N=C/c1cccs1
  -8	4	3	-1	-4	11	-18	i	-11
19. O=C(c1cc(F)ccc1F)C1CCCN(C(=O)c2cccs2)C1 (centres undefined)
  10	-10	-8	1	-2	13	0	i	9
20. CC(=O)C1=C(C)NC(SCC(=O)c2ccc(Cl)c(Cl)c2)=C(C#N)C1c1ccco1 (centres undefined)
  -32	16	-87	2	-2	8	-30	i	-20
21. Cc1ccc(S(=O)(=O)CCC(=O)OCC(=O)NC(=O)c2ccccc2)cc1
  10	-5	-3	0	-1	11	0	i	-3
22. CCc1nnc(NS(=O)(=O)c2ccc(NC(=O)c3ccc(Br)cc3)cc2)s1
  -5	-2	2	0	-4	21	-4	i	-11
23. COCc1cc(C)nc(NC2CC(C)(C)NC(C)(C)C2)c1C#N
  8	-6	-2	-3	0	2	8	+	4
24. O=C(NNc1cccc(Cl)n1)c1c(Cl)cccc1Cl
  -6	-5	-5	-2	-11	-10	-7	i	2
25. Oc1c(CN2CCN(c3ccccn3)CC2)cc(Cl)c2cccnc12
  1	12	-8	4	-5	-8	1	i	-5
26. CCC1=C2CC[C@H]3C(=O)N(CC)C(=O)[C@H]3[C@H]2[C@@]2(Cc3ccccc3)C(=O)N(Cc3ccccc3)C(=O)N2C1=O
  8	-1	-3	4	-3	0	10	i	20
27. COc1ccc(C2C(C(=O)N3CCOCC3)c3ccccc3C(=O)N2c2ccc(OC)cc2)cc1 (centres undefined)
  4	-5	-5	-1	-4	-8	1	i	3
28. COc1ccccc1CC(=O)N1CCCc2cc(C)ccc21
  -7	-3	-3	-2	-3	-3	-1	i	7
29. O=C(NC1CCCC1)c1cc(-c2ccc(Cl)cc2)on1
  4	0	1	3	2	8	-8	i	11
30. COc1ccc(S(=O)(=O)Nc2nc3ccccc3nc2NCC2CCCO2)cc1 (centres undefined)
  -11	0	-2	-2	-8	6	10	i	7
31. c1cc(-c2ccc3[nH]ccc3c2)n2ccnc2c1
  7	0	2	-3	-1	-4	-6	/	-3
32. COc1cc2c(cc1OC)C(c1ccccc1)N(C(=O)CSCC(=O)O)CC2 (centres undefined)
  22	-2	0	1	-4	-3	-2	i	4
33. Cc1ccc(/C=N/NC(=O)c2cc3c(ccc4ccccc43)o2)cc1[N+](=O)[O-]
  -24	-2	-32	2	4	-7	12	i	-4
34. Cc1cc2nc(-c3ccc(SCC(=O)Nc4nccs4)nc3)[nH]c2cc1C
  7	-12	4	2	-2	-3	-1	i	-8
35. CC1=C(C)CC(C(=O)NCc2ccc3c(c2)OCO3)C(C(=O)O)C1 (centres undefined)
  -7	-6	6	0	-3	7	3	i	-3
36. CC1(C(=O)NS(=O)(=O)c2ccccc2Cl)CCN1C(=O)CC1CCCCC1 (centres undefined)
  -5	-8	-2	-1	-2	14	12	i	-1
37. COC(=O)C(Cc1c[nH]c2ccccc12)NC(=O)c1cc(-c2ccc(OC)c(OC)c2)oc1C (centres undefined)
  4	24	-2	1	-4	-2	-5	i	-22
38. COc1ccc(CC2(CO)CCN(S(=O)(=O)c3sccc3C)CC2)cc1
  11	12	-1	0	-2	-10	-4	i	11
39. CN(C)CCCN(C(=O)/C=C/c1cccs1)c1nc2c(F)cccc2s1
  1	-2	3	-9	0	-9	14	i	7
40. Cc1ccc(C(=O)COc2ncnc3cc(Cl)ccc23)cc1
  -14	-5	7	0	-4	-2	9	i	3
41. Cn1cccc1C(=O)NCC1CCCCC1
  -3	-4	-2	-2	-6	-3	4	i	22
42. CCOC(=O)Cn1nc(CC)c2ccccc2c1=O
  -3	-11	9	4	-4	2	-5	i	7
43. Cc1cc(C)c(NC(=O)CNC(=O)c2cc(C3CC3)nc3c2cnn3C(C)C)c(C)c1
  2	-1	1	-1	-6	-6	-11	/	-10
44. C=C(C)c1cccc(C(C)(C)NC(=O)N2CCN(c3ccccc3)CC2)c1
  -2	-2	1	2	-3	5	-1	i	-8
45. COc1ccc(OC)c(NC2=NC3(CCCCC3)N=C(N)N2)c1
  7	-4	3	1	2	16	-11	i	1
46. CC(C)c1nc2ccc(NC(=O)C34CC5CC(CC(C5)C3)C4)cc2[nH]1
  -10	-1	5	-1	-3	0	4	i	-5
47. COc1ccc(/C=C/C(=O)OCC(=O)c2c(N)n(C)c(=O)n(C)c2=O)cc1
  6	-6	1	-5	-1	0	1	i	-5
48. Cc1ccc(C(=O)c2coc3c2C(=O)C(=O)c2ccccc2-3)cc1
  13	4	9	2	3	2	-5	i	-1
49. CCS(=O)(=O)n1nc(-c2ccccc2)nc1SC
  -19	-8	-3	5	-7	1	2	i	4
50. COc1ccccc1/C=C(/NC(=O)c1ccccc1)C(=O)NCCN1CCOCC1
  10	-5	-2	-5	-5	-4	-3	i	-8
51. S=C1CC2CCCC(C2)N1 (centres undefined)
  5	-6	4	1	1	7	-5	i	8
52. COc1ccc(C2(C(=O)Nc3cc(C)on3)CCOCC2)cc1
  0	-8	-1	-1	-2	-1	5	i	7
53. O=C1/C(=C/c2ccc(F)cc2)CCC1C1CCCC1 (centres undefined)
  7	6	-1	0	2	24	-7	i	-8
54. CCCCN1C(=O)/C(=C(/C#N)C(=O)N2CCCC2)c2ccccc21
  10	-4	-3	-2	-9	-7	9	i	-6
55. CC(=O)NC(CC(=O)OCC(=O)c1cc(C)ccc1C)c1ccccc1 (centres undefined)
  -21	-2	1	1	3	-1	-2	i	10
56. COc1ccc(S(=O)(=O)Cc2ccc(C(=O)N3CCN(c4cc(C)ccc4C)CC3)o2)cc1
  12	12	0	-5	-2	0	1	i	-77
57. CSc1nsc(/C=C/Nc2ccc(Cl)cc2)c1C#N
  -34	-3	-53	2	0	14	-29	i	-164
58. NC(=O)C1CCN(C(=O)c2ccc(NS(=O)(=O)c3ccc(F)cc3)cc2)CC1
  -11	-2	2	0	-3	-1	-10	i	-5

Compounds shown so far with a thiophene ring, fused or not, in the order listed:
Values run as follows: MLLE-PAM2 inh	FAS TE block	MT1-MMP act inh	Rin1 Abl inh	bovine MsrA act	SKN-1 block	eLon inh	Neddyl block	CendR NRP1 mod
5. COc1ccc(CCN(Cc2cccs2)S(=O)(=O)c2ccc(C(=O)O)cc2)cc1OC
  -2	-2	1	1	-1	-2	8	i	1
15. CN1CCc2c(sc3c2c(=O)n(-c2ccccc2)c2n[nH]c(=S)n32)C1
  -116	-10	0	-1	-4	3	-2	i	4
17. CCOC(=O)c1c(C)c(C(=O)NCc2cccs2)c(C)n1CC
  6	0	-3	0	-3	-5	-1	i	2
18. O=C(CN1CCN(S(=O)(=O)c2ccc(Br)cc2)CC1)N/N=C/c1cccs1
  -8	4	3	-1	-4	11	-18	i	-11
19. O=C(c1cc(F)ccc1F)C1CCCN(C(=O)c2cccs2)C1 (centres undefined)
  10	-10	-8	1	-2	13	0	i	9
38. COc1ccc(CC2(CO)CCN(S(=O)(=O)c3sccc3C)CC2)cc1
  11	12	-1	0	-2	-10	-4	i	11
39. CN(C)CCCN(C(=O)/C=C/c1cccs1)c1nc2c(F)cccc2s1
  1	-2	3	-9	0	-9	14	i	7
